# PHOSPHO1 inh = PHOSPHO1 (human) inhibition; hit rate 1.1% among 290,000; Q8TCT1; AID 1565; inhibition, % at 13.3 µM; recombinant PHOSPHO1, absorbance phosphatase assay; in the data active means inhibition above about 60%
# Target sequence (Q8TCT1 whole entry, looked up): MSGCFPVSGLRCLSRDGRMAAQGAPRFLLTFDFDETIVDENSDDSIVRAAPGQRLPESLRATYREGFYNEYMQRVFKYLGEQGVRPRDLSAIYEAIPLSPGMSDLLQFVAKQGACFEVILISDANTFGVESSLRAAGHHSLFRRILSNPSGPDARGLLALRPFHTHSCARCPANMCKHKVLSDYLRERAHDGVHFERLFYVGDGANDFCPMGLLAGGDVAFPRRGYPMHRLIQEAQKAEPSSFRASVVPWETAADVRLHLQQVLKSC
# FID counter = fluorescent intercalator displacement, NS3 helicase counter-screen; DNA fluorescent intercalator displacement, fluorescence; inhibition, % at 7.9 µM; hit rate 0.17% among 290,000; AID 1845; in the data active means inhibition above about 37%;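 further: 0% = vehicle and 100% = reference compound; higher means more ethidium bromide displaced from hairpin DNA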
# HCV NS3 hel inh = HCV NS3 helicase inhibition | hit rate 0.56% among 290,000 | inhibition, % at 10.9 µM | NS3 helicase DNA unwinding, Cy5 molecular beacon fluorescence | AID 1800;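 active means inhibition above the mean of all tested compounds plus 3 SD, set per campaign, cut at about 35% in these data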;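 further: 0% = DMSO wells and 100% = thioflavine S control wells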
#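 Test system: hepatitis C virus NS3 helicase domain fragment enzyme. Also added: annealed dual-labelled DNA beacon duplex, ATP-started. Timing: 60 min unwinding reaction at 25 °C after ATP addition. Technique: Cy5 fluorescence. Measure: % inhibition of unwinding.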
# VIM-2 inh = inhibitors of Pseudomonas aeruginosa VIM-2 metallo-beta-lactamase. purified VIM-2, nitrocefin hydrolysis, epi-absorbance fluorescence. inhibition, % at 5.6 µM. hit rate 0.89% among 290,000. AID 1527;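 active means inhibition above the mean of all tested compounds plus 3 SD, cutoff set per screening run, cut at about 7.5% in these data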;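 further: red hydrolysis product quenches plate fluorescence so inhibitors raise well fluorescence; 0% = enzyme with DMSO and 100% = DMSO without enzyme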
# IMP-1 inh = inhibitors of Pseudomonas aeruginosa IMP-1 metallo-beta-lactamase; hit rate 0.45% among 290,000; AID 1556; purified IMP-1, nitrocefin hydrolysis, epi-absorbance fluorescence; inhibition, % at 5.6 µM;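 active means inhibition above the mean plus 3 SD of all compounds in the same screening run, cut at about 4.5% in these data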;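 further: 0% = IMP-1 with DMSO and 100% = DMSO wells lacking enzyme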
#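 System – purified recombinant IMP-1 beta-lactamase · Input – IMP-1 dispensed at 0.2 nM · Timing – 15 min preincubation plus 25 min reaction at 25 °C · Signal – Epi-absorbance fluorescence, 480 nm excitation, 530 nm emission · Measure – percent IMP-1 inhibition derived from blank-referenced optical density · Controls – Enzyme-plus-DMSO low control, enzyme-free DMSO high control · Replication – singlicate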
# IDE act = activators of human insulin-degrading enzyme in cells. AID 493087. HEK cells, FAbeta-B cleavage, fluorescence polarization; 0% vehicle, 100% cell-free pure enzyme wells. hit rate 0.073% among 340,000. activation, % at 5.96 µM. P14735;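 active means activation above the mean of all tested compounds plus 3 SD, set per screening campaign, cut at about 17% in these data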
# MEKK3 PB1 HTS = modulators (inhibitors or enhancers) of MEK5 binding to human MEKK3 PB1 domain; Q99759; bead-based flow cytometry, Alexa488-MEK5 binding to MEKK3; actives lie on both sides; 0 = blocked by unlabeled MEK5, 100 = vehicle; binding response (% of control), % at 10 µM; hit rate 1.4% among 290,000; AID 1529;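 active means binding response more than 3 SD above or below the average of its plate-row segment, actives on both sides; inconclusive means wells at one plate position flagged as instrument error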;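 further: Alexa488 bead fluorescence after subtracting the streptavidin-only scavenger bead signal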
# Target sequence (Q99759 whole entry, looked up, the tested form may be a part): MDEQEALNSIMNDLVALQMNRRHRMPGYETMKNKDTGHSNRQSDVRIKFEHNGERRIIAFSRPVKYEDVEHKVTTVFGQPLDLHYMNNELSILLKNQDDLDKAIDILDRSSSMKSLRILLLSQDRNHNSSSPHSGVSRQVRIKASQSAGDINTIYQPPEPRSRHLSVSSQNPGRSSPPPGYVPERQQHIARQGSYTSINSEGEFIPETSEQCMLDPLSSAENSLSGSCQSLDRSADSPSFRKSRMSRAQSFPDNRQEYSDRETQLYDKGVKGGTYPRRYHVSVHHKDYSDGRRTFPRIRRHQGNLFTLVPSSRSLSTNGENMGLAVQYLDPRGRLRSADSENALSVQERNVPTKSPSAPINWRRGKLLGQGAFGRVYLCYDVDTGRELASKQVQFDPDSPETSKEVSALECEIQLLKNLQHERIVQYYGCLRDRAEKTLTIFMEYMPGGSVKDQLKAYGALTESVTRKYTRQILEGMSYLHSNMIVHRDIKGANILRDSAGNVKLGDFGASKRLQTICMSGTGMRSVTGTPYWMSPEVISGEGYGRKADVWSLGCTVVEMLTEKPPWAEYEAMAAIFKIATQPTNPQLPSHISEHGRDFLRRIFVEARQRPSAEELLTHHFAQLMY
# UBC9 SUMO inh = blocks human SUMOylation mediated by UBC9; P63279; HTRF SUMOylation assay, SAE1/SAE2 + UBC9, in vitro; inhibition, % at 35 µM; hit rate 0.36% among 290,000; AID 2006; in the data active means inhibition above about 50%, passing the limit was not always enough; inconclusive means no clear call, values can overlap the other calls; further: strong numbers were not always called active
# Target sequence (P63279 whole entry, looked up): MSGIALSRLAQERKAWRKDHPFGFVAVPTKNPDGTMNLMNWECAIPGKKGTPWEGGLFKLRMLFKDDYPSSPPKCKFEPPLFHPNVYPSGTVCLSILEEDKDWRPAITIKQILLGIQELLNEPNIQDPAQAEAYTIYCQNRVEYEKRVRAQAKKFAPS
# p-CIP stab down = lowers stability of the mouse p/CIP coactivator protein. decrease of EGFP signal, % at 10 µM. hit rate 0.01% among 290,000. F442A p/CIP-EGFP cells, EGFP fluorescence, 16 h;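 active means EGFP signal decrease of at least 30% at 10 µM or well 3 SD below plate mean, unless failing retest; inactive means the rest, including hits failing retest or dose response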; further: some compounds called inactive have numbers as strong as hits; many of its hits are not listed in these tables
# * = called active by the depositor; ? = inconclusive; . = not tested or not shown.
SMILES,PHOSPHO1 inh,FID counter,HCV NS3 hel inh,VIM-2 inh,IMP-1 inh,IDE act,MEKK3 PB1 HTS,UBC9 SUMO inh,p-CIP stab down
Cc1ccc(-c2cccc(CN3CCN(C(C)C)C(CCO)C3)c2)o1 (stereo not given),35,12,4,-2.5,-3.7,4,102,-4,-3
Cn1nccc1C(=O)N1CCc2ccccc21,1,1,3,1.1,-2.1,-3,106,-6,-12
COc1cc2c(cc1OC)CN(CC(=O)NC(=O)NC1CCCCC1)CC2,5,-20,-2,-0.5,-0.2,7,101,-1,2
O=C(Cn1nc(-c2ccccc2)ccc1=O)Nc1ccc(N2CCN(C(=O)c3cccs3)CC2)cc1,44,-34,7,-3.9,-3.4,-10,91,1,0
COc1ccc(-c2[nH]ncc2CN2CCC(c3ccncc3)CC2)cc1F,22,0,-11,-1.8,-2.6,2,99,-4,0
CN(C)c1nc(-c2ccccc2)c2cc(Cl)ccc2n1,22,-12,-5,0.0,-1.2,5,97,7,6
COc1ccc(-n2c(=O)c3ccccc3c3ccccc3c2=O)c(OC)c1,-12,-12,3,-1.1,-0.3,6,107,-6,10
N=c1c2ccccc2nnn1-c1cccc(C(F)(F)F)c1,25,5,-6,0.3,-0.5,-2,91,1,-9
COc1ccc(C(=O)/C=C2/C(=O)Nc3ccccc32)cc1OC,1,-8,5,-4.1,-4.9,3,93,4,-5
Cc1nn(Cc2ccc(C(=O)NC(C)(C)C)o2)c(C)c1Br,-1,-30,8,-3.1,-1.1,2,104,14,6
C=CCc1ccc(OCCOc2cccc3cccnc23)c(OC)c1,-10,-21,7,0.1,0.4,1,95,6,-7
CCn1c(SCC(=O)Nc2cccc(F)c2)nnc1-c1cc2cc(Br)ccc2o1,19,2,-7,0.8,-3.8,2,97,0,-2
COC(=O)c1cccc(NS(=O)(=O)c2cccs2)c1C,16,-3,-8,-4.9,-1.4,4,95,8,-13
CC1=C(C(=O)N(C)C)C(c2ccccc2OC(F)F)NC(=O)N1 (stereo not given),15,-4,-4,-1.4,-2.5,4,101,4,4
COc1ccccc1CNC(=O)C1CCN(S(=O)(=O)c2ccc3nc4c(c(C(=O)O)c3c2)CCCC4)CC1,53,-52,11,-0.2,-1.3,5,101,4,1
N#Cc1nc(COc2ccccc2Cl)oc1NCc1ccco1,56,-13,2,-2.3,-2.1,0,105,14,0
CC(C)(C)n1ncc2c(=O)n(CC(=O)N3CCN(c4ccccc4)CC3)cnc21,4,-10,-4,-1.4,-1.7,1,108,4,6
NC(=O)c1ccsc1NC(=O)COC(=O)c1ccccc1NCc1ccco1,16,2,-3,-0.3,-3.4,7,103,12,5
C=CC[n+]1c(-c2ccc(C)cc2)csc1Nc1c(C)n(C)n(-c2ccccc2)c1=O,48,-22,6,-5.1,-3.9,4,89,2,-1
COc1ccc(N(CC(=O)NCc2ccc(Cl)cc2)S(=O)(=O)c2c(C)noc2C)cc1,33,-31,22,-1.1,2.4,-3,99,-1,-10
CCc1ccc(NC(=O)C(C)OC(=O)C2CCC(=O)N2)cc1 (stereo not given),33,-1,5,-0.3,-3.9,-3,101,-6,12
CCCc1cc(-c2n[nH]c(=S)n2CC(C)C)cs1,-10,-27,-4,-0.8,-3.8,-15,97,9,1
Cc1c(Cc2ccc3c(c2)OCO3)sc(NC(=O)c2cccc3ccccc23)c1C(N)=O,9,-2,-14,-2.0,-3.3,-1,112,-16,0
CCC(C(=O)N1CC2(C)CC1CC(C)(C)C2)N1C(=O)c2ccccc2C1=O (stereo not given),-5,-32,0,-1.5,-2.3,0,102,2,-5
COc1cccc(NC(=O)CSc2nc3ccccc3c(=O)n2Cc2cccs2)c1,-7,-4,5,-3.8,-2.8,-2,102,-6,-9

# Reprinted from above, 4 compounds:
SMILES,PHOSPHO1 inh,FID counter,HCV NS3 hel inh,VIM-2 inh,IMP-1 inh,IDE act,MEKK3 PB1 HTS,UBC9 SUMO inh,p-CIP stab down
COc1ccc(N(CC(=O)NCc2ccc(Cl)cc2)S(=O)(=O)c2c(C)noc2C)cc1,33,-31,22,-1.1,2.4,-3,99,-1,-10
CCc1ccc(NC(=O)C(C)OC(=O)C2CCC(=O)N2)cc1 (stereo not given),33,-1,5,-0.3,-3.9,-3,101,-6,12
CCCc1cc(-c2n[nH]c(=S)n2CC(C)C)cs1,-10,-27,-4,-0.8,-3.8,-15,97,9,1
Cc1c(Cc2ccc3c(c2)OCO3)sc(NC(=O)c2cccc3ccccc23)c1C(N)=O,9,-2,-14,-2.0,-3.3,-1,112,-16,0

# (next part)
SMILES,PHOSPHO1 inh,FID counter,HCV NS3 hel inh,VIM-2 inh,IMP-1 inh,IDE act,MEKK3 PB1 HTS,UBC9 SUMO inh,p-CIP stab down
CCN(CCS(=O)(=O)c1ccc(Cl)cc1)C(=O)Nc1ccccc1,7,-2,3,-2.2,-1.3,.,89,24,-10
C[C@H](NC(=O)c1nc[nH]c1C(=O)N[C@H](C)c1ccccc1)C(=O)OC(C)(C)C,-12,-26,0,-2.7,-3.4,3,101,0,-7
Cc1c(C(=O)N2CCC(n3nccc3NC(=O)C3CC3)CC2)[nH]c2ccc(Cl)cc12,28,-35,-4,-2.1,-3.0,2,102,-5,5
COc1ccccc1N1CCN(C(=O)c2cc(-c3ccccc3O)on2)CC1,-4,-29,-20,0.8,-1.2,5,101,2,-2
CCOC(=O)CNC(=O)CN1C(=O)CCSc2ccccc21,-7,-1,-9,-1.2,-2.0,-3,97,-7,-2
CC(=O)Oc1ccc(-c2cccc(C(=O)OCC(=O)Nc3ccccc3Oc3ccccc3)c2)cc1,-1,-1,-3,-4.4,-2.2,4,99,-2,-6
CNC(=S)N1N=C(c2ccc(C)cc2)CC1c1ccc(OC)c(OC)c1 (stereo not given),-30,-4,-3,0.9,1.0,-3,84,-6,-14
O=C(O)C(Cc1ccccc1)N=Cc1c(O)c2ccccc2oc1=O (stereo not given),-3,-28,15,0.0,-2.1,3,113,-2,8
CSc1nc(Oc2ccc(=O)n(C)n2)nc(N(C)C)n1,7,5,0,-2.0,-3.1,5,87,19,-12
O=C(CCc1nc2ccccc2s1)OCc1ccccc1F,3,-9,-2,2.9,1.1,1,97,-18,-17
CCN(CC)S(=O)(=O)c1ccc(NN=c2c(=O)c3ccccc3c2=O)cc1,28,0,-9,-2.7,-3.1,11,106,18,-11
CS(=O)(=O)N(CC(=O)N1CCN(c2ccccc2)CC1)c1cc(C(F)(F)F)ccc1Cl,-20,-33,0,-2.3,-4.8,0,95,-4,-12
CNC(C)C#Cc1c(-c2cc(OC)c(OC)c(OC)c2)noc1C (stereo not given),-13,-5,4,2.6,-2.6,1,101,13,0
O=C(NCc1ccc(Cl)cc1)C1CC(O)CN1S(=O)(=O)c1ccc(Cl)cc1 (stereo not given),19,-8,-10,-0.8,-0.1,-1,103,5,-18
COc1ccc2oc(=O)c(-c3nnc(NCc4ccco4)s3)cc2c1,28,1,37*,1.2,3.1,1,98,?,-10
COc1cccc(NC(=O)CSc2nnc(NC(=O)C3CCC3)s2)c1,11,-11,-3,-1.5,-2.6,3,97,14,-22
Cc1ccc(CC(=O)Nc2cccc(C#N)c2)cc1,58,7,10,-5.0,-3.3,3,112,3,-1
COc1ccc(-c2cn(Cc3ccc4ccccc4c3)nn2)cc1,4,-14,-15,0.8,-0.5,-2,103,18,-11
O=C(CSc1nc(-c2ccco2)cc(C(F)(F)F)n1)N1CCSCC1,-7,-27,1,0.6,-1.7,3,106,5,6
Cc1ccccc1OCc1nc2c3cnn(C)c3ncn2n1,57,-6,21,-5.9,-0.1,3,103,-6,-9
COc1ccc(C(=O)COC(=O)CNC(=O)c2cccs2)cc1Br,41,-4,-2,-0.3,-2.3,1,99,-1,1
Cc1ccccc1NCCC(=O)Nc1ccc(F)cc1,19,-6,-5,-2.8,-4.2,1,102,-12,-11
Cc1cccc2cc(CNCC3CCCO3)c(Cl)nc12 (stereo not given),-3,6,7,-2.2,-0.6,7,99,13,-1
CCCOC(=O)Nc1ccc(N2CCCCC2)cc1,26,-1,17,-1.0,1.5,3,94,-12,-1
COc1ccc(Cn2c(C)c(C)c(C#N)c2NC(=O)Nc2ccc(Cl)cc2)cc1,-4,-3,-5,-2.6,-2.8,0,104,29,-10
# Next section:
SMILES,PHOSPHO1 inh,FID counter,HCV NS3 hel inh,VIM-2 inh,IMP-1 inh,IDE act,MEKK3 PB1 HTS,UBC9 SUMO inh,p-CIP stab down
Clc1cccc(N2CCN(Cc3nc(-c4ccccc4)no3)CC2)c1,2,-12,5,-2.8,-3.4,1,?,-16,-3
C/C(=N/OCO/N=C(/C)c1ccc(F)cc1)c1ccc(F)cc1,4,2,8,-2.1,-2.5,-2,106,-14,-17
Cc1ccccc1CSc1nnc(C)c(=O)n1N,43,-4,5,1.0,0.4,3,86,23,-5
Cc1c(Cl)c([N+](=O)[O-])nn1CCCC(=O)Nc1sc2c(c1C#N)CCC2,36,1,5,0.8,-2.0,3,102,-4,10
O=C(Nc1ccccc1Cl)C(Cl)C(=O)c1ccccc1 (stereo not given),8,3,10,3.1,-2.2,6,99,4,1
CC(C)N(C(=O)CSc1nnc(CSc2ncccn2)n1C)C(C)C,56,-2,-7,-2.9,-1.9,4,100,11,-3
COc1ccc(C)cc1N(CC(=O)O)S(=O)(=O)c1ccc(C)cc1,1,-23,12,-4.0,-3.6,2,93,17,1
CC(C)n1c(SCC(=O)Nc2ccccc2N2CCOCC2)nc2c1c(=O)n(C)c(=O)n2C,8,-2,9,-3.1,-1.3,-2,97,-1,-5
CN(C)c1ccc(C(CC(=O)O)NC(=O)c2ccc(Cl)cc2)cc1 (stereo not given),-2,-13,-2,-2.0,-4.6,2,79,22,-1
Cc1ccc(C(=O)NC(=S)N2CCN(C(=O)OC(C)(C)C)CC2)cc1Br,-20,-3,1,-4.1,-2.6,6,90,28,-12
CCSc1nc2c(c(=O)[nH]c(=O)n2C)n1C,-2,9,17,-1.6,-3.5,8,101,17,-1
Cc1ccc(C(=O)N2C(=O)c3cccc(N)c3C2=O)o1,-2,3,8,-0.7,0.9,1,100,18,5
COc1ccc(-c2cc(C(F)(F)F)nc(S(C)(=O)=O)n2)cc1OC,35,-5,8,2.5,-2.2,2,106,12,-3
COc1ccccc1C(=O)Nc1ccnn1C1CCN(CCCc2ccccc2)CC1,8,13,-4,-1.0,-2.1,6,101,13,-6
COc1ccccc1CNS(=O)(=O)c1cc(CN2C(=O)c3cccnc3C2=O)ccc1OC,27,-26,-4,0.6,-1.4,0,99,-2,5
CCCCn1nnnc1SCC(=O)NCc1ccccc1,-16,-3,2,-2.4,-2.6,5,102,6,7
COc1ccc(C(=O)NC2CCN(S(=O)(=O)c3ccc(C)cc3)CC2)cc1,.,-27,-1,-0.5,-1.7,1,114,18,-135
Cc1ccc(C(=O)Nc2cc(Cl)ccc2Oc2ccccc2)cc1[N+](=O)[O-],-11,-1,2,0.6,-1.4,2,96,-14,-4
COCCN1C(=O)N(C)[C@@H](c2ccccc2)C(C(C)=O)=C1C,26,.,.,.,.,-1,99,16,-2

# Only part of the results is shown; rates above refer to the full screens.
